Assay outcomes from PubChem.
NOD2 inhibition – NOD2 signaling inhibitors, cell-based, luminescence, uHTS, HEK293 (AID 1566); HEK293 NOD2/NF-kB luciferase reporter, luminescence; higher % means a stronger effect; one-dose inhibition, % at 4 µM; EC50 in µM for titrated hits; 290,000 compounds, 0.63% hits; note: many of its hits are not listed in these tables
AID2073 – disruptors of CaV2.2 binding to Mint1 – biochemical, HTRF (AID 2073) | HTRF protein-protein interaction, Mint1-CaV2.2; higher % means a stronger effect | inhibition, % at 20 µM; hits with a dose series show IC50 in µM | 290,000 compounds, 0.19% hits; in the data active = inhibition mostly above about 51%, no sharp cut-off; inconclusive = no clear call, values can overlap the other calls; inactive = mostly below about 53%; note: some results filed as inactive read as strong as hits
NS5 inhibitors – flavivirus cap methylation enzyme inhibition – biochemical, confirmation dose response, primary screen (AID 588689); Dengue-2 NS5 methyltransferase capping enzyme assay, biochemical; higher % means a stronger effect; one-dose inhibition, % at 25 µM; IC50 in µM for titrated hits; 340,000 compounds, 0.3% hits; in the data active = a potency from the dose series; inconclusive = inhibition above about 29% without an active follow-up result
Siah-1 displacement – blockers of Siah-1 interaction with plectin peptide – biochemical, fluorescence polarization, rhodamine-plectin, uHTS, primary screen (AID 1817); Siah-1 / rhodamine-plectin peptide fluorescence polarization; higher % means a stronger effect; one-dose displacement, % at 20 µM; IC50 in µM for titrated hits; 290,000 compounds, 0.02% hits;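 active = displacement of at least 50% at 20 µM, with a fluorescence ratio check between 0.3 and a set limit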;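 note: plate controls were Siah plus tracer with DMSO for no effect and tracer alone without Siah for full effect; strong numbers were not always called active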
XIAP antagonists – small molecules displacing peptide from XIAP – biochemical, IAP family, fluorescence polarization (AID 1018); XIAP BIR domain, fluorescence polarization peptide displacement; higher % means a stronger effect; displacement, % at 20 µM, or IC50 in µM where a hit was titrated; 200,000 compounds, 0.007% hits; in the data active = displacement above about 50%; note: a part of the inactive calls stands beside numbers as strong as those of hits
LYP phosphatase – PTPN22 lymphoid phosphatase activity blockers – biochemical, fluorescence intensity, uHTS (AID 1779); recombinant LYP phosphatase, fluorescence intensity; higher % means a stronger effect; inhibition, % at 11.5 µM; hits with a dose series show IC50 in µM; 290,000 compounds, 0.054% hits;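 note: plate controls were vehicle with enzyme for no effect and no enzyme for full effect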
Lipid droplet – hepatic lipid droplet formation modulation. AML12 mouse hepatocytes, oleate lipid droplets, BODIPY imaging. inhibition, % at 6.5 µM. 240,000 compounds, 0.4% hits;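 active = lipid droplet intensity inhibited by at least 50%, with more than 500 cells counted; inconclusive = wells with under 300 cells, treated as cytotoxic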
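Test system: AML12 mouse liver cells; schedule: overnight exposure; technique: high-content imaging of BODIPY-stained droplets and DAPI nuclei; read-out: % inhibition of corrected integrated BODIPY droplet signal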
Myeloid diff MLP – compounds promoting myeloid differentiation. ER-HoxA9 myeloid progenitors, lysozyme-GFP differentiation, flow cytometry. calls only at 10 µM. 360,000 compounds, 1% hits;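 active = normalized GFP-positive differentiation at or above the plate's own cutoff, the solvent-only control mean plus 3 SD; inconclusive = no clear call, values can overlap the other calls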;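 note: cells exposed to compound for four days before flow analysis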
HIV fusion peptide – inhibitors of HIV fusion peptide binding, primary screen, biochemical, uHTS, fluorescence dequenching (AID 1986) | cell-free peptide binding, fluorescence dequenching, 30 min; higher % means a stronger effect | inhibition, % at 20 µM, or IC50 in µM where a hit was titrated | 290,000 compounds, 0.3% hits; in the data active = inhibition mostly above about 52%, no sharp cut-off; inactive = mostly below about 76%; note: some results filed as inactive read as strong as hits
Lipid droplet cells 6.5 µM – recorded beside Lipid droplet, whose call it bears; cell count; measured here: cell count, cytotoxicity flag;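 cells counted across two imaged fields per well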
Myeloid diff MLP GFP+ MAC1+ % – further read-out of Myeloid diff MLP, marked with its call; GFP+ MAC1+ double positive, %; measured here: differentiation confirmed by MAC1 staining
The depositor's hits bear a star; i = inactive; ? = inconclusive; · = no result given. Cut-off read from the data, not from the text of the source, unless noted: active = inhibition above about 50%; inactive = the rest. A portion of the library; rates above refer to the full screens.

1: CC1(C)Oc2ccc3ccc(=O)oc3c2C(N2CCCCC2)C1O (centres undefined)
2: O=C(CN1CCCCCCC1)N/N=C/c1ccccc1F
3: Cc1c(C#N)c2ncn(CC#N)c(=O)c2n1-c1ccccc1
4: CC1(C)Cc2nc3oc4c(NCc5ccccc5)ncnc4c3cc2CO1
5: CCOc1ccccc1NC(=O)Cn1cnc2c(cnn2-c2ccc(C)c(C)c2)c1=O
6: CC(=O)Nc1ccccc1C(=O)N1CCN(Cc2ccccc2)CC1
7: Cc1csc(NC(=O)c2sc3nc(-c4cccs4)ccc3c2N)n1
8: Cc1[nH]c2ccc(C(=O)NCc3ccccn3)cc2c1C

assay / entry,1,2,3,4,5,6,7,8
NOD2 inhibition,0%,-16%,5%,-22%,7%,15%,-60%,-6%
AID2073,4%,12%,7%,8%,7%,-2%,14%,2%
NS5 inhibitors,-4%,-1%,-8%,-3%,-1%,-16%,·,3%
Siah-1 displacement,-1%,-4%,1%,1%,-5%,12%,0%,-6%
XIAP antagonists,-4.6%,-4.5%,-4.3%,-0.9%,-7.5%,-4.9%,-19%,·
LYP phosphatase,-4%,-3%,3%,-8%,5%,-3%,7%,-6%
Lipid droplet,0,-2,7,4,·,-16,6,-2
Lipid droplet cells 6.5 µM,756,700,691,661,·,645,643,758
Myeloid diff MLP,i,i,i,i,i,i,·,?
Myeloid diff MLP GFP+ MAC1+ %,1.0,0.9,1.1,0.4,0.9,1.0,·,·
HIV fusion peptide,15%,0.5%,2.0%,-2.6%,49%,-0.8%,24%,1.5%

9: CCn1ccnc1CN(C)C(=O)CCc1nnc(CCC2CCCCC2)o1
10: Cc1ccc(Nc2nnc(SCC(=O)NCc3ccco3)s2)cc1
11: CCC(C)C1Nc2ccc(C(=O)NCCc3ccc(OC)c(OC)c3)cc2NC1=O (centres undefined)
12: C[C@H](NC(=O)c1ccco1)C(=O)Nc1ccc2c(c1)OCO2
13: CCOc1cc(C(=O)Nc2cc3c(cc2N2CCCC2)n(C)c(=O)n3C)cc(OCC)c1OCC
14: CC(C)CCn1cnc2c(cnn2-c2ccc(Cl)cc2)c1=O
15: Oc1[nH]c2ccc(Br)cc2c1N=Nc1nn[nH]n1
16: O=C(Oc1ccc(-c2cnc3ccccc3n2)cc1)c1ccc(Br)o1

assay / entry,9,10,11,12,13,14,15,16
NOD2 inhibition,-17%,-6%,0%,-5%,20%,-6%,12%,-105%
AID2073,6%,3%,-3%,4%,-4%,6%,-10%,20%
NS5 inhibitors,2%,1%,-8%,3%,-10%,-8%,0%,3%
Siah-1 displacement,4%,-5%,13%,-2%,-6%,2%,1%,2%
XIAP antagonists,-5.9%,-6.3%,·,-4.8%,·,-2.7%,·,11%
LYP phosphatase,-4%,-6%,-10%,6%,2%,-1%,-4%,-5%
Lipid droplet,3,·,0,7,26,·,8,11
Lipid droplet cells 6.5 µM,652,·,715,690,714,·,716,746
Myeloid diff MLP,i,i,i,i,i,i,i,i
Myeloid diff MLP GFP+ MAC1+ %,0.1,0.8,0.3,0.5,2.3,0.6,0.6,6.3
HIV fusion peptide,1.7%,-0.6%,1.7%,-2.6%,-1.9%,6.4%,1.6%,-0.3%

17: COc1ccc(NC(=O)C2CCCN(S(=O)(=O)c3ccc4c(c3)CCCN4C(C)=O)C2)cc1Cl (centres undefined)
18: CCCC(=O)c1c[nH]c(C(=O)N2CCOCC2)c1
19: COC(=O)c1cc(-c2ccc(S(=O)(=O)N3CCCCC3)cc2)c(C(F)(F)F)s1
20: O=c1ccc(-c2ccc(S(=O)(=O)Nc3ccccc3Cl)o2)n[nH]1
21: Cc1cc(C(=O)Nc2ccc(Cl)cc2)n(-c2ccccc2)n1
22: CCCC(=O)Oc1ccccc1C1SCc2cc(C)c(C)cc2CS1
23: NC(=O)C1=C[C@@H](c2ccc(C(F)(F)F)cc2)C[C@@H](OCCCCO)O1
24: COCCN1Cc2cccc(C(=O)Nc3ccc(S(=O)(=O)N4CCOCC4)cc3)c2C1=O

assay / entry,17,18,19,20,21,22,23,24
NOD2 inhibition,20%,13%,-29%,4%,-23%,3%,0%,8%
AID2073,1%,1%,-12%,6%,13%,2%,-2%,39%
NS5 inhibitors,-17%,-10%,-5%,-4%,-5%,-6%,-7%,-9%
Siah-1 displacement,-4%,-2%,-4%,13%,9%,4%,9%,6%
XIAP antagonists,·,-0.9%,·,·,·,-3.2%,-0.2%,-9.9%
LYP phosphatase,-7%,-15%,1%,-10%,-2%,0%,-6%,-5%
Lipid droplet,-15,-1,4,5,-22,·,-2,28
Lipid droplet cells 6.5 µM,672,656,725,725,806,·,638,707
Myeloid diff MLP,i,i,i,i,i,i,i,i
Myeloid diff MLP GFP+ MAC1+ %,4.5,0.1,0.3,0.4,0.4,0.7,1.5,0.5
HIV fusion peptide,-0.4%,0.6%,-0.7%,-1.7%,1.5%,-0.3%,1.0%,-0.8%

25: O=C(NC1CCCc2ccccc21)C1CCN(S(=O)(=O)c2cccc3nsnc23)CC1 (centres undefined)
26: C=CCNC(=S)N1CCN(Cc2ccc3c(c2)OCO3)CC1
27: O=S(=O)(c1ccc(Cl)nc1)N1CCN(Cc2ccc3c(c2)OCO3)CC1
28: Cc1cnc(CNC(=O)CC2C(=O)NCCN2Cc2ccccc2C(F)(F)F)cn1 (centres undefined)
29: CCOC(=O)/C(C(N)=NC)=C(\O)c1ccccc1
30: CC(=O)c1cccc(NC(=O)CN(C)S(=O)(=O)c2ccccc2)c1
31: Cc1cccc(NC(=O)C(C)OC(=O)c2ccccc2NS(=O)(=O)c2cc(C)c(C)c([N+](=O)[O-])c2)c1 (centres undefined)
32: S=c1[nH]nc(-c2ccco2)n1Cc1ccccc1

assay / entry,25,26,27,28,29,30,31,32
NOD2 inhibition,13%,-6%,-26%,11%,13%,-31%,15%,6%
AID2073,-4%,-6%,4%,0%,31%,3%,-1%,2%
NS5 inhibitors,-2%,-8%,-9%,-1%,-4%,4%,-4%,-5%
Siah-1 displacement,-6%,9%,2%,10%,5%,-2%,14%,-6%
XIAP antagonists,3.6%,·,0.3%,·,3.5%,-2.8%,-7.1%,-5.1%
LYP phosphatase,3%,0%,1%,-9%,0%,0%,-2%,-10%
Lipid droplet,0,6,2,-3,-1,·,-26,-2
Lipid droplet cells 6.5 µM,608,775,794,824,721,·,615,721
Myeloid diff MLP,i,i,i,i,i,i,i,i
Myeloid diff MLP GFP+ MAC1+ %,0.7,0.1,0.5,0.5,0.4,0.3,0.6,0.6
HIV fusion peptide,-1.0%,-0.5%,9.0%,7.0%,2.2%,0.8%,6.3%,-1.6%

33: COc1ccccc1NC(=O)CCCC(=O)OC(C)C(=O)c1ccccc1 (centres undefined)
34: Cc1ccc(CNC(=O)CCS(=O)(=O)c2ccc(Br)s2)cc1
35: COc1cc(/C=N/OCC(=O)NC23CC4CC(CC(C4)C2)C3)ccc1OCc1ccccc1
36: CCSc1oc(-c2ccco2)nc1S(=O)(=O)c1ccc(C)cc1
37: CNC(=S)N/N=C/c1cn(CCOc2cccc(OC)c2)c2ccccc12
38: O=S(=O)(NCCOc1ccccc1)c1ccc2ccccc2c1
39: CN1C(=O)/C(=C\c2ccc(N(C)C)cc2)OC1=S
40: C=CCn1c(P(=O)(O)c2ccccc2)nc2ccccc21

assay / entry,33,34,35,36,37,38,39,40
NOD2 inhibition,20%,-8%,-14%,15%,-21%,18%,-16%,7%
AID2073,-8%,-2%,11%,4%,-5%,-2%,14%,13%
NS5 inhibitors,8%,-2%,7%,-16%,-1%,-2%,?,-1%
Siah-1 displacement,2%,6%,-2%,-3%,1%,4%,17%,-2%
XIAP antagonists,·,-5.1%,-18%,·,-3.0%,-4.7%,·,-5.6%
LYP phosphatase,-8%,-4%,8%,-10%,0%,0%,-4%,-10%
Lipid droplet,25,-10,-4,-15,8,-6,-2,·
Lipid droplet cells 6.5 µM,823,717,679,741,702,799,785,·
Myeloid diff MLP,i,i,i,i,i,i,i,i
Myeloid diff MLP GFP+ MAC1+ %,0.3,2.1,0.4,2.2,0.4,1.2,0.7,0.0
HIV fusion peptide,-1.6%,-2.4%,0.4%,0.9%,-3.3%,1.0%,78%*,-1.3%

An excerpt from above in order of the NS5 inhibitors value, highest first:
item | smiles | NS5 inhibitors
28 | Cc1cnc(CNC(=O)CC2C(=O)NCCN2Cc2ccccc2C(F)(F)F)cn1 (centres undefined) | -1%
29 | CCOC(=O)/C(C(N)=NC)=C(\O)c1ccccc1 | -4%
3 | Cc1c(C#N)c2ncn(CC#N)c(=O)c2n1-c1ccccc1 | -8%

Going on with the list.
41: O=C(NCc1cccs1)c1nn2cccnc2c1Cl
42: CCCCNC(=O)/C(C#N)=C/c1ccc(C(=O)OC)cc1
43: COc1ccc(-c2ccccc2)cc1NC(=O)c1cccs1
44: Cc1ccc2c(c1)cc(C(=O)NCc1ccccc1)n2C
45: O=C(/C=C/c1ccco1)N1CCN(c2ccc(F)cc2)CC1
46: CCN1/C(=C2/SC(=S)N(NC(C)=O)C2=O)Sc2ccc(Cl)cc21
47: O=C(c1cccs1)N1CCCN(c2ncnc3scc(-c4ccccc4)c23)CC1

assay / entry,41,42,43,44,45,46,47
NOD2 inhibition,7%,9%,3%,-48%,-3%,12%,12%
AID2073,5%,-2%,1%,13%,-15%,-7%,9%
NS5 inhibitors,-6%,-45%,-3%,8%,-2%,?,-12%
Siah-1 displacement,2%,15%,11%,-8%,-7%,-6%,14%
XIAP antagonists,-3.7%,-10%,·,·,·,·,·
LYP phosphatase,0%,-4%,-7%,-11%,-3%,-4%,-3%
Lipid droplet,-7,2,-4,1,19,-1,13
Lipid droplet cells 6.5 µM,641,680,806,798,712,787,653
Myeloid diff MLP,i,i,i,i,i,i,i
Myeloid diff MLP GFP+ MAC1+ %,1.3,0.0,0.3,0.7,0.4,0.5,0.4
HIV fusion peptide,-2.1%,0.1%,0.0%,-0.1%,1.9%,1.3%,-1.5%

Sorted by number of heavy atoms (lowest first): three of the compounds above.
34: Cc1ccc(CNC(=O)CCS(=O)(=O)c2ccc(Br)s2)cc1
22: CCCC(=O)Oc1ccccc1C1SCc2cc(C)c(C)cc2CS1
4: CC1(C)Cc2nc3oc4c(NCc5ccccc5)ncnc4c3cc2CO1

assay / entry,34,22,4
NOD2 inhibition,-8%,3%,-22%
AID2073,-2%,2%,8%
NS5 inhibitors,-2%,-6%,-3%
Siah-1 displacement,6%,4%,1%
XIAP antagonists,-5.1%,-3.2%,-0.9%
LYP phosphatase,-4%,0%,-8%
Lipid droplet,-10,·,4
Lipid droplet cells 6.5 µM,717,·,661
Myeloid diff MLP,i,i,i
Myeloid diff MLP GFP+ MAC1+ %,2.1,0.7,0.4
HIV fusion peptide,-2.4%,-0.3%,-2.6%
